LDHA block: inhibitors of human lactate dehydrogenase A; P00338; purified LDHA, NADH/diaphorase-resazurin fluorescence; hits give low values; activity change, % (values are at about 110 or 230 µM); hit rate 0.15% among 480,000; AID 1347041; in the data active = activity change below about -30%; inconclusive = mostly about -25% to -30%;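 also: plate controls were DMSO wells for no effect and wells without enzyme for full effect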
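Enzyme activity of human lactate dehydrogenase 5 (2 nM; 0.06 mM NADH, 0.2 mM pyruvate, 5 min, RT) is measured via a resazurin/diaphorase fluorescence readout of residual NADH.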
GRP78 ERSR act: inducers of ER stress response in human glioma cells; U87-MG GRP78 promoter luciferase reporter, 16 h; Potency, µM, for inactives: top-dose activation, most hits filed as activators; hit rate 0.02% among 420,000; AID 602332; also: potency is read from the fitted curve at half-maximal effect; series mostly up to about 76 µM; % of control where 0% means no effect; nearly all actives have a fitted effect of over 35% in size
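Stably transfected U87-MG glioma cells carrying a GRP78-based luciferase sensor; 16 h compound incubation. Luminescence end-point read 10 min after Bright-Glo addition at room temperature.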
IDH1 R132H inh: inhibitors of human mutant IDH1 R132H | O75874 | IDH1-R132H enzyme, NADPH consumption, diaphorase/resazurin fluorescence | Potency, µM (top dose mostly 76.6 µM), without a hit: at the highest dose activity change, negative = inhibition, hits mostly inhibitors | hit rate 0.093% among 390,000; also: potency is read from the fitted curve at half-maximal effect; % is scaled to controls: 0 for no effect and ±100 for the full control effect; nearly all actives have a fitted effect of over 65% in size
Target sequence (O75874 whole entry R132H, stated change not applied): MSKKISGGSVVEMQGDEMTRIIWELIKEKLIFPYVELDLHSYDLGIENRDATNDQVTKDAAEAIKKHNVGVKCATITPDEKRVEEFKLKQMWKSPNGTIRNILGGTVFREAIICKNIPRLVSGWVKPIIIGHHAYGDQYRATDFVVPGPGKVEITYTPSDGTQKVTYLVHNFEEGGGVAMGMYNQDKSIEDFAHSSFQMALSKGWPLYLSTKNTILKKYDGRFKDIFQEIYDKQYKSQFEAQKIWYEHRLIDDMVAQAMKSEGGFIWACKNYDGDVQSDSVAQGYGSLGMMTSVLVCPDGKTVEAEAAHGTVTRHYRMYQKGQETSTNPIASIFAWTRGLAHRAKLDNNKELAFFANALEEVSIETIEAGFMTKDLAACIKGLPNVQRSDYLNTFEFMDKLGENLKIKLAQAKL
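IDH1-R132H (0.5 ug/mL dispensed) in pH 7.5 Tris buffer was preincubated 30 min with compound, then given a substrate mix of 0.016 mM NADPH and 2 mM alpha-KG for 80 min at room temperature; remaining NADPH was read by diaphorase/resazurin fluorescence.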
TrxR1 substrate: is turned over as a substrate by rat TrxR1. O89049. purified TrxR1 substrate turnover, NADPH consumption readout. Potency, µM (series often up to 114 µM), for the others: at the top dose activity change, negative = substrate turnover. hit rate 0.01% among 390,000. AID 588456; also: potency is read from the fitted curve at half-maximal effect; % is scaled to controls: 0 for no effect and ±100 for the full control effect; nearly all actives have a fitted effect of over 50% in size
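Rat TrxR1, dispensed at 90 nM, was prereduced with 400 uM NADPH (final) for 5 min at ~22 deg C, then incubated with compound 15 min before 400 uM selenite. A first-read NADPH fluorescence drop versus no-compound background flagged substrates.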
Vif-APOBEC3F blk: Vif-A3F binding inhibition. hit rate 0.2% among 390,000. Potency, µM (series often up to 46.1 µM), for inactives: at the top dose activity, negative = active. AID 602313. HeLa A3F-eYFP + Vif (tagged APOBEC3F with the HIV-1 protein that degrades it), YFP fluorescence increase; also: potency is read from the fitted curve at half-maximal effect; % of control where 0% means no effect; nearly all actives have a fitted effect of over 65% in size
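HeLa cells stably expressing Vif plus C-terminally eYFP-tagged A3F were seeded, incubated overnight at 37 deg C, dosed with compound, incubated overnight again at 37 deg C. Yellow fluorescence (Ex 488/Em 500-530) reported blocked Vif-mediated A3F-eYFP degradation.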
RGS4 inh: inhibitors of human regulator of G protein signaling 4 | P49798 | hit rate 0.039% among 390,000 | AID 504845 | Potency, µM (series often up to 114 µM), inactives show top-dose activity change, negative = inhibition, actives largely listed as inhibitors | Transcreener GDP fluorescence polarization, RGS4-accelerated GTP hydrolysis; also: potency is read from the fitted curve at half-maximal effect; % is scaled to controls: 0 for no effect and ±100 for the full control effect; nearly all actives have a fitted effect of over 75% in size; some results filed as inactive show a strong effect at the top dose
Target sequence (P49798 whole entry, looked up): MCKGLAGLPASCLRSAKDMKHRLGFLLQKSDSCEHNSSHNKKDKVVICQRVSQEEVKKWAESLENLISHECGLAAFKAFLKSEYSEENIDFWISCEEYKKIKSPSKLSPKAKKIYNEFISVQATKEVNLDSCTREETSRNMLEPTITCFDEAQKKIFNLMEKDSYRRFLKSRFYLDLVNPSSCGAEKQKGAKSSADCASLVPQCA
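MLSMR compounds (23 nl, pin-transferred) preincubated 10 min at room temperature with a 500nM (2x) first reagent, then RGS4 at 900nM (2x) plus Transcreener GDP mix added; fluorescence polarization (620/688 nm) read before and after 90 min at 30 °C.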
TrxR1 inh: blocks rat thioredoxin reductase 1. Potency, µM (top dose mostly 114 µM), without a hit: top-dose activity change, negative = inhibition, usual class: inhibitors. AID 588453. hit rate 1% among 390,000. recombinant rTrxR1, NADPH fluorescence consumption, selenite substrate; also: potency is read from the fitted curve at half-maximal effect; % is scaled to controls: 0 for no effect and ±100 for the full control effect; nearly all actives have a fitted effect of over 65% in size
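Rat TrxR1 (90 nM in the dispensed reagent) was pre-reduced with 400 uM NADPH for 5 min at room temperature, then incubated with compound for 15 min. After 400 uM selenite was added, NADPH fluorescence (Ex 340/Em 450 nm) was followed for 8 min.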
USP1-UAF1 inh: USP1/UAF1 (human) deubiquitinase inhibition. hit rate 0.23% among 390,000. Potency, µM (highest dose often 57.1 µM), for the others: at the highest dose activity change, negative = inhibition, usual class: inhibitors. AID 743255. O94782. recombinant USP1/UAF1, Ub-Rhodamine cleavage fluorescence; also: potency is read from the fitted curve at half-maximal effect; % is scaled to controls: 0 for no effect and ±100 for the full control effect; nearly all actives have a fitted effect of over 60% in size; inactives centre near -12
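Step one: compound is pinned into 1nM USP1/UAF1 in HEPES pH 7.8 buffer with TCEP. Step two: 15 min room-temperature incubation. Step three: Ub-Rho (150nM final) starts cleavage, tracked by fluorescence over six one-minute reads.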
Vif-A3G inh: blocks the Vif interaction with human APOBEC3G. Q9HC16. HeLa A3G-eYFP + Vif (tagged APOBEC3G with the HIV-1 protein that degrades it), YFP fluorescence, overnight. Potency, µM (titrated, usually from 46.1 µM), without a hit: at the top dose activity, negative = active, usual class: inhibitors. hit rate 0.076% among 410,000;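 also: potency is read from the fitted curve at half-maximal effect; % is scaled to controls: 0 for no effect and ±100 for the full control effect; nearly all actives have a fitted effect of over 60% in size; hits raise eYFP signal because A3G escapes Vif-driven loss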
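HeLa cells stably expressing Vif and C-terminally eYFP-tagged A3G, seeded overnight at 37 deg C, then exposed to compound by pintool overnight at 37 deg C. Rise in yellow fluorescence (Ex 488/Em 500-530, Acumen) marks blocked Vif-driven A3G degradation.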
Active calls of the source: *; ? = inconclusive; nt = no result given; & = joins results of further samples; [ ] = remark or other dose. Unless noted, calls follow the shape of the dose curve; as a rule, active = well fitted curve in the direction sought with a large enough effect; inconclusive = small, poorly fitted or top-dose-only effect, or another doubt; inactive = no such curve, though single readings can be large; an effect the other way counts as inactive or inconclusive. These rows are one share of the data; count on the stated rates, not on these rows.

SMILES	LDHA block	GRP78 ERSR act	IDH1 R132H inh	TrxR1 substrate	Vif-APOBEC3F blk	RGS4 inh	TrxR1 inh	USP1-UAF1 inh	Vif-A3G inh
COc1cc2oc(=O)c(CC(=O)NCCc3ccccc3F)c(C)c2cc1OC	-11	-1%	36%[activator]	470%[activator]	1%	15%	?	-17%	2%
CC1(C)CC(=O)C(/C=N/c2ncccc2C(=O)O)=C(O)C1	0	-5%	5%	-23%	-4%	-14%	?	-9%	-2%
COc1ccc(Cc2nc3ccc(C(=O)N(C)Cc4cc(C)[nH]n4)cc3o2)cc1OC	3	3%	5%	-3%	-7%	-13%	1%	-25%	1%
O=C1c2ccccc2S(=O)(=O)N1Cc1ccccc1[N+](=O)[O-]	-6	-5%	-7%	1%	0%	11%	30%	-17%	-3%
CCOc1ccc(N2C(=O)C3=C(C(c4ccc(Cl)cc4)=NCCN3)C2c2cccnc2)cc1 (stereo not given)	-6	-3%	-1%	5%[57.1 µM]	-4%	-7%	14%[57.1 µM]	-19%	-21%
CN(c1ccccc1)S(=O)(=O)c1cc(C(=O)c2nccn2C)ccc1Cl	-4	0%	10%	-4%	-2%	-2%	-10%	-20%	-1%
O=C(CN(c1ccccc1)S(=O)(=O)c1ccc(F)cc1)N1CCCCCC1	-3	-5%	12%	-12%	14%	-42%	26%[57.1 µM]	-5%	-3%
CS(=O)(=O)N1CCCC(C(=O)NCCc2ccccc2)C1 (stereo not given)	-4&-5	-3%	4%	4%	2%	-6%	17%	-5%	-1%
O=[N+]([O-])c1ccc(NCc2ccncc2)cc1	-7	-6%	-9%	2%	17%	12%	17%	-26%	0%
CC(=O)Nc1nnc(SCC(=O)N2C(C)CCCC2C)s1 (stereo not given)	-9	0%	13%	4%[0.0914 µM]	-9%	-3%	19%[57.1 µM]	-23%	4%
CCc1ccc(Nc2ccc(C(=O)O)cc2[N+](=O)[O-])cc1	-1	-1%	-1%	-5%	11%	-9%	-1%[57.1 µM]	-22%	1%
COc1ccc(CN(CC(=O)NC2CCCC2)C(=O)c2onc(C(N)=O)c2N)cc1	-5	-2%	-2%	11%	-6%	11%	24%	-10%	-2%
CCC1CN(C(=O)Nc2ccc(Br)cc2F)c2ccccc2S1 (stereo not given)	2	-3%	6%	3%	7%	-8%	24%	-9%	1%
CCN1CCN(c2ncc(C(=O)Nc3cc(Cl)ccc3OC)c3ccccc23)CC1	-2	-6%	4%	-11%	-29%	8%	-8%	1%	?
CC(=O)c1sc(N/N=C2\CC3CC2C(C)C3(C)C)nc1C (stereo not given)	4	2%	6%	-6%	?	-11%	11µM*	-5%	1%
COc1cccc(C2/C(=C(\O)c3ccc4c(c3)OCCO4)C(=O)C(=O)N2CC2CCCO2)c1 (stereo not given)	5	0%	4%	-8%	0%	-16%	-15%	-14%	1%
CCN1C(=O)c2cccc3c(S(=O)(=O)Nc4ccccc4)ccc1c23	4	-6%	15%	-3%	4%	27%	5%	-17%	-9%
CC1CCCC(NC(=O)CN2C(=O)c3cccnc3Oc3ccc(Cl)cc32)C1C (stereo not given)	-2	0%	0%	-7%	2%	-10%[56.9 µM]	4%	-26%	3%
COc1ccc(S(=O)(=O)NCC(=O)N(CC(=O)NCC2CCCO2)Cc2ccc(F)cc2)cc1 (stereo not given)	-3	-5%	4%	-2%[57.1 µM]	-21%	7%	1%[57.1 µM]	1%	2%
CCCc1ccc(C(C)NC(=O)c2cnccn2)cc1 (stereo not given)	-3	-2%	8%	-2%	-1%	-15%	-8%	-13%	0%
Cc1nnc(N2C(=O)C(O)=C(C(=O)c3ccco3)C2c2ccc(F)cc2)s1 (stereo not given)	3	-2%	12%	-2%	-10%	-28%	-40%	-7%	-3%
COc1ccc(C(=O)N(Cc2cc(OC)c(OC)c(OC)c2)CC2CCCO2)cc1 (stereo not given)	-8	1%	2%	1%	-2%	7%	23%	-9%	3%
O=C(COC(=O)c1nc(Cl)ccc1Cl)NNC(=O)c1ccccc1	-6	-2%	-4%	-6%	-6%	17%	2%	-22%	2%
Cc1cc2c(cc1C)N(CC(=O)N1CCCC1)C(=O)CC(c1ccccc1)=N2	-4	10%	16%	-4%	0%	16%	41%[0.457 µM]	-7%	0%
COc1ccc(Oc2c(C=O)c3ccccc3n2C)cc1	-2	-4%	6%	-14%	-3%	10%	-12%	-17%	2%
CCc1ccc(OCCCC(=O)NCc2ccco2)cc1	0	3%	5%	0%	4%	-1%	20%	-22%	0%
O=C(CCNC(=O)c1ccccc1)NCc1ccccc1F	-18	3%	-12%	-3%	-14%	-1%	7%	-10%	-10%
COc1ccc(-c2ccc(CCC(=O)O)n2NC(=O)c2cccs2)cc1	-10	-4%	8%	6%[57.1 µM]	0%	25%	8%[57.1 µM]	-4%	0%
CCc1noc(C)c1C(=O)Nc1nc(-c2ccc(OC)cc2OC)cs1	-4	-2%	0%	-2%[57.1 µM]	-18%	-20%	1%[57.1 µM]	-22%	-2%
COc1ccc(S(=O)(=O)NCC(=O)N(CC(=O)NCc2ccco2)Cc2ccccc2)cc1	-5	0%	-4%	2%[57.1 µM]	2%	-14%	2%[57.1 µM]	-2%	0%
CCNC(=O)c1ccc2c(c1)nc1n2CCCCC1	4	-3%	20%	2%[57.1 µM]	-1%	-38%	10%[57.1 µM]	-10%	1%
Cc1cccc2sc(N(CCCN(C)C)C(=O)c3ccc4ncsc4c3)nc12	-8	1%	-4%	2%	-2%	-33%	14%	-25%	0%
N#CCCn1[nH]c(-c2ccccc2)cc1=O	2	-5%	1%	-3%	-9%	-21%	6%	-16%	1%
CCc1nn(CC(=O)NCCCN2CCN(C)CC2)c(=O)c2cc3sc(C)cc3n12	-3	-1%	-21%	1%	1%	-4%[56.9 µM]	-1%	-19%	2%
COc1ccc(N2CCN(C(=O)c3nn(-c4ccc(C)cc4)c(=O)n(C)c3=O)CC2)cc1	-2	-1%	-12%	-1%[57.1 µM]	-2%	0%	18%[57.1 µM]	11%	3%
COc1ccc(C)cc1NC(=O)CN(c1cc(C(F)(F)F)ccc1Cl)S(C)(=O)=O	-5	-2%	3%	0%	4%	24%	20%	-19%	0%
O=C1NC(=O)C([N+](=O)[O-])=C(O)C1=O	1	7%	13%	nt	1%	nt	nt	-22%	2%
O=S(=O)(c1ccc(OC(F)(F)F)cc1)N1CCC(O)(c2cccc(C(F)(F)F)c2)CC1	1	0%	1%	-12%	-11%	?	5%	-12%	0%
CC(=O)c1cnc2ncnn2c1C	-2	-4%	6%	0%	-9%	-16%	6%	-14%	1%
Cc1csc(NC(=O)CSc2ccc(-c3ccccn3)nn2)n1	-7	-2%	7%	14%	-2%	18%	47%[activator]	-12%	-29%
CC(C)CN(CC(C)C)S(=O)(=O)c1cc([N+](=O)[O-])ccc1N1CCCCCC1	-1	-5%	3%	-2%	2%	-2%[11.4 µM]	7%	-9%	-1%
O=C(NCC(c1ccco1)N1CCN(c2ccccc2)CC1)c1cccs1 (stereo not given)	-2	-1%	-1%	-9%	-11%	26%	-9%	0%	2%
COCCNC(=O)CSc1nnc(NC(=O)Nc2ccc(C)cc2)s1	-17	2%	-1%	6%[57.1 µM]	-5%	-15%	12%[57.1 µM]	-12%	4%
Cc1ccc(NS(=O)(=O)c2ccc3c(c2)c(=O)n(C)c(=O)n3C)cc1F	-3	-7%	-1%	0%	5%	-15%	6%	-13%	3%
O=C(N/N=C/c1ccc(OCc2ccc(F)cc2)cc1)c1ccccc1	4	-6%	2%	6%	-11%	3%	18%	-18%	-13%

Screening data deposited in PubChem BioAssay by National Center for Advancing Translational Sciences (NCATS).
